Screening data as filed in PubChem.
Apoferritin bind: binds horse apoferritin like a general anesthetic; P02791; apoferritin/1-aminoanthracene competitive binding, fluorescence; Potency, µM (titrated, usually from 77.5 µM), inactives show top-dose activity change, negative = displacement, usual class: inhibitors; 350,000 compounds, 0.074% hits; note: potency is the fitted concentration of half-maximal effect; % is set by controls: 0 for no effect and ±100 for the full control effect; nearly all actives have a fitted effect of over 20% in size
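Apoferritin-based anesthetic binding model; compound displacement of fluorescent 1-AMA measured as endpoint fluorescence after 10 minutes at room temperature, scaled to free-ligand and complex controls.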
POLB inh: DNA polymerase beta (human) inhibition; Pol beta primer extension/strand displacement, fluorescence kinetic; Potency, µM (top dose mostly 114 µM), for inactives: at the highest dose activity change, negative = inhibition, usual class: inhibitors; 340,000 compounds, 1.3% hits; note: potency is the fitted concentration of half-maximal effect; % is set by controls: 0 for no effect and ±100 for the full control effect
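Reaction started by 50 nM substrate onto compound-treated Pol beta (10 nM, 15 min preincubation, room temperature); plates read at 0 min and 10 min. Normalized concentration-effect data fitted by four-parameter Hill equation.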
Pol eta inh: DNA polymerase eta (human) inhibition. Q9Y253. recombinant Pol eta, fluorescent DNA replication assay. Potency, µM (top dose mostly 114 µM), without a hit: top-dose activity change, negative = inhibition, hits mostly inhibitors. 390,000 compounds, 1.2% hits. AID 588591; note: potency is the fitted concentration of half-maximal effect; % is set by controls: 0 for no effect and ±100 for the full control effect
Target sequence (Q9Y253 whole entry, looked up): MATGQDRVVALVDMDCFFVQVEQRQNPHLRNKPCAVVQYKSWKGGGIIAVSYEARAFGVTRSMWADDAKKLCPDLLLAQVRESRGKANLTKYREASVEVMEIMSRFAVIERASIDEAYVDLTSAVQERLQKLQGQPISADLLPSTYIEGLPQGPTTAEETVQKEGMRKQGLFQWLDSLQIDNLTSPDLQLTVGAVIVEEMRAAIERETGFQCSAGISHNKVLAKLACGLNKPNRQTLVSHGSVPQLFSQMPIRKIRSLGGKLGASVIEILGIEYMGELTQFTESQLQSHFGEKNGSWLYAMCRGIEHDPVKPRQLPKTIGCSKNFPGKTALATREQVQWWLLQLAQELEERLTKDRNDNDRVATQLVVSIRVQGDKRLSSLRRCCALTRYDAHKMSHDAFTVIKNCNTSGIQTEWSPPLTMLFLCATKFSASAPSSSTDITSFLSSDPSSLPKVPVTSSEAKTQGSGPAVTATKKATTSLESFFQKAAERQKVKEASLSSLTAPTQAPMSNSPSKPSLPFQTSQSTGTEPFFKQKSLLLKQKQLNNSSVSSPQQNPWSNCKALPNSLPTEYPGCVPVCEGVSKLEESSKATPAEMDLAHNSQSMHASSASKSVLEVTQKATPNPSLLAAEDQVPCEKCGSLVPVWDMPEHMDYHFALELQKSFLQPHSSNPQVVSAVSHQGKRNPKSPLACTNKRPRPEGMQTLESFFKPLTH
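Pol eta (10 nM) was preincubated with compounds for 15 min at room temperature, after which fluorescent replication substrate (50 nM final) was added to start the reaction. Fluorescence was read kinetically at 0 and 10 min.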
APEX1 inh: inhibitors of human APE1 endonuclease. P27695. 350,000 compounds, 0.35% hits. Potency, µM (series often up to 65.8 µM), inactives show at the highest dose activity change, negative = inhibition, most hits filed as inhibitors. recombinant APE1, TAMRA/BHQ-2 abasic DNA cleavage fluorescence;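 note: potency is the fitted concentration of half-maximal effect; plate controls were vehicle for no effect and reference inhibitor for full effect; nearly all actives have a fitted effect of over 55% in size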
Target sequence (P27695 whole entry, looked up): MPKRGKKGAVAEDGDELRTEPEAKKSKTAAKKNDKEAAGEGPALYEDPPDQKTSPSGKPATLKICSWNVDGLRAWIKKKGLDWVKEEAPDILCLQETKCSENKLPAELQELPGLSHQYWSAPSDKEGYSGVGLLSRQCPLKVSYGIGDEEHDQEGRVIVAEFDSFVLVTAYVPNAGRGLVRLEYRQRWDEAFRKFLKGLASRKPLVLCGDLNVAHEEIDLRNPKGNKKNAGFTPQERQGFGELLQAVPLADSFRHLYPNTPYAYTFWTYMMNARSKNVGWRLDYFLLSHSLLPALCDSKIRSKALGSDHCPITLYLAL
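Incision of a quenched TAMRA/BHQ-2 THF abasic-site duplex (50 nM) by 0.75 nM APE1, after 15 min compound preincubation, measured as fluorescence increase over three 60 s reads. Values normalized to buffer, DMSO and NSC13755 control wells.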
POLK inh: blocks human DNA polymerase kappa activity; purified Pol kappa, fluorescent DNA synthesis assay, 10 min; 400,000 compounds, 0.53% hits; AID 588579; Potency, µM (doses to about 107 µM), for the others: top-dose activity, negative = inhibition, actives largely listed as inhibitors; Q9UBT6; note: potency is the fitted concentration of half-maximal effect; % is set by controls: 0 for no effect and ±100 for the full control effect
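10 nM Pol kappa was preincubated with compounds for 15 min at room temperature. Reaction started with 50 nM (final) substrate. Fluorescence read kinetically at 0 and 10 min.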
GRP78 ERSR act: induces the endoplasmic reticulum stress response in human glioma cells; U87-MG GRP78 promoter luciferase reporter, 16 h; Potency, µM, without a hit: top-dose activation, actives largely listed as activators; 420,000 compounds, 0.02% hits; note: potency is the fitted concentration of half-maximal effect; series mostly up to about 76 µM; % of control where 0% means no effect; nearly all actives have a fitted effect of over 35% in size
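Stably transfected U87-MG glioma cells carrying a GRP78-based luciferase sensor; 16 h compound incubation. Luminescence end-point read 10 min after Bright-Glo addition at room temperature.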
POLI inh: inhibitors of human DNA polymerase iota | Q9UNA4 | 390,000 compounds, 1% hits | Potency, µM (titrated, usually from 115 µM), for inactives: at the highest dose activity, negative = inhibition, hits mostly inhibitors | AID 588590 | Pol iota fluorescent replication assay, 10 min; note: potency is the fitted concentration of half-maximal effect
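Pol iota at 10 nM preincubated 15 min with compounds at room temperature; reaction started with fluorescent substrate, 50 nM final. Fluorescence read kinetically at 0 and 10 min; buffer-only wells as negative control.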
BLM inh: inhibitors of human Bloom syndrome helicase BLM; 350,000 compounds, 0.2% hits; Potency, µM (doses to about 56.1 µM), for the others: top-dose activity change, negative = inhibition, usual class: inhibitors; recombinant BLM DNA unwinding, fluorescence dequenching; AID 2528; P54132;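 note: potency is the fitted concentration of half-maximal effect; plate controls were vehicle for no effect and no enzyme for full effect; nearly all actives have a fitted effect of over 35% in size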
LDHA block: LDHA (human) enzyme inhibition; P00338; purified LDHA, NADH/diaphorase-resazurin fluorescence; stronger effect = lower value; activity change, % (values are at about 110 or 230 µM); 480,000 compounds, 0.15% hits; AID 1347041; in the data active = activity change below about -30%; inconclusive = mostly about -25% to -30%;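 note: plate controls were DMSO wells for no effect and wells without enzyme for full effect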
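Resorufin fluorescence (ex540/em590), read at 0 and 20 min after diaphorase/resazurin addition, reports the NADH left after a 5 min room-temperature reaction of 2 nM human LDH5 with 0.06 mM NADH and 0.2 mM pyruvate.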
Numbers without * were called inactive; ? = inconclusive; nt = not tested or not shown; [ ] = dose if it differs, or a comment. Unless noted, calls come from the whole dose curve; as a rule, active = well fitted curve in the direction sought with a large enough effect; inconclusive = small, poorly fitted or top-dose-only effect, or another doubt; inactive = no such curve, though single readings can be large; an effect the other way counts as inactive or inconclusive. The list is partial, so the mix of outcomes need not match the whole.

SMILES	Apoferritin bind	POLB inh	Pol eta inh	APEX1 inh	POLK inh	GRP78 ERSR act	POLI inh	BLM inh	LDHA block
COc1ccc(NC(=O)C2CCCN(S(=O)(=O)c3ccc4[nH]c(=O)ccc4c3)C2)cc1 (configuration not stated)	-18%	?	1%	33%	17%	-2%	6%	0%	2
Nc1ccc(N2CCN(c3ccc(Cl)c(Cl)c3)CC2)cc1	2%	0%	-5%	1%	-13%	1%	16%	-6%	1
O=CN1CCCN(Cc2nc(-c3cccc(Cl)c3)no2)CC1	-11%	1%	-16%	1%	10%[60.1 µM]	0%	13%	-1%	-3
CCCCc1ccc(-c2csc(/C(C#N)=C\c3ccc(C)o3)n2)cc1	-11%	20%	-10%	5%	-3%	1%	4%	-7%	3
Cc1cc(C)cc(N(C(=O)c2cccs2)C2C=CS(=O)(=O)C2)c1 (configuration not stated)	-6%	6%	-1%	6%	-9%	-5%	22%	-9%	-5
COc1cc(NC(=S)NCCCN2CCOCC2)cc(OC)c1	-9%	27%	4%	0%	-5%	-4%	9%	-1%	-6
O=C(CN1C(=O)/C(=C/c2cccc(Br)c2)SC1=S)NCCCN1CCOCC1	-19%	1%	?	-1%	-23%	-2%	?	-3%	4
Cc1ccc(C(=O)NCCn2cc(SCC(=O)Nc3cc(C)on3)c3ccccc32)cc1	-12%	2%	-18%	-8%	10%	-6%	-15%	-1%	-2
O=C(CNC(=O)C1CCCCC1)OCC(=O)c1ccccc1	nt	nt	nt	nt	2%	-1%	41%[activator]	nt	-1
COc1cccc(CN(C(=O)/C=C/c2ccco2)C2CCS(=O)(=O)C2)c1 (configuration not stated)	?	?	?	10%	89µM*	-4%	45µM*	-14%	-1
Cc1ccccc1/C=C/C(=O)N1CCOCC1	-14%	-22%	-16%	3%	-2%	2%	56%[activator]	1%	-7
NS(=O)(=O)c1cccc(NC(=O)CCSc2ccccc2Cl)c1	-13%	17%	-10%	?	-7%	6%	20%	-2%	-21
CN(CC(=O)Nc1cccc(F)c1)C(=O)CCCNC(=O)c1ccc(Cl)cc1	nt	nt	-2%	20%	-4%	5%	37%[activator]	nt	-6
COc1ccc(C)cc1S(=O)(=O)N1CCCC(C(=O)N2CCOCC2)C1 (configuration not stated)	1%	6%	-11%	11%	4%	-4%	23%	-3%	-6
CCCN(/C=N/c1sc2c(c1C#N)CCCCC2)CCC	-15%	16%	0%	-4%	-20%	2%	15%	-10%	7
CCCn1c(SCC(=O)N2CCCc3ccccc32)nnc1-c1ccco1	-17%	33%	-13%	1%	1%	-1%	9%	-1%	2
O=C(Nc1ccc2c(c1)C(=O)NC2=O)c1ccccc1	-1%	23%	-2%	-5%	10%	-2%	6%	0%	2
O=C(Nc1ccc2oc(-c3ccccc3F)nc2c1)c1ccccc1F	-4%	1%	-10%	23%	10%	-1%	-18%	-3%	-2
Cc1c(CNC(=O)c2cnn3c2NC(c2ccccc2)CC3C(F)(F)F)cnn1C (configuration not stated)	-10%	-15%	-13%	-5%	-4%	-4%	2%	-3%	-4
CCOc1ccccc1NS(=O)(=O)c1cc2c3c(c1)C(C)C(=O)N3CCC2 (configuration not stated)	2%	7%	-13%	-7%	-17%	-6%	-26%	-1%	-5
CN(C)c1ccc(CNC2C3CC4CC(C3)CC2C4)cc1 (configuration not stated)	?	11%	-1%	-7%	-13%	-2%	?	3%	5
C=Cc1ncc(OC)c2c1[nH]c1ccccc12	nt	nt	?	4%	-18%	-9%	21%	nt	-12
CN(C)CC1CCC/C(=C\c2ccc(OC(=O)c3ccc(Cl)cc3)cc2)C1=O (configuration not stated)	nt	nt	?	nt	-5%	-8%	?	nt	1
COc1cc(/C=C/c2ccc3cccc(OC)c3n2)c(OC(C)=O)c([N+](=O)[O-])c1	?	-11%	-2%	2%	-12%	-2%	10%	-6%	0
O=C(NCCc1ccccc1)c1ccc(CSc2nc3cccnc3n2Cc2ccccc2F)cc1	8%	-28%	-12%	nt	-16%	-3%	-3%	-3%	-22
CC(C)n1nccc1NC(=O)Nc1ccccc1	-6%	27%	-2%	16%	2%	-1%	14%	-2%	3
O=C(COC(=O)c1cccnc1Cl)Nc1ncc(Cl)cc1Cl	-2%	21%	6%	-4%	-21%	-3%	126%[activator]	-8%	-8
CCn1cc(C(=O)NCCCOC)c(=O)c2cc(S(=O)(=O)N(C)C)ccc21	59%[activator]	-14%	-22%	-1%	0%	-5%	24%	4%	-1
Cc1nc(Nc2cccc(C(C)O)c2)c2nnn(Cc3ccc(F)cc3)c2n1 (configuration not stated)	-9%	?	-13%	5%	-5%	-2%	?	-5%	-1
CC(C)N(Cc1ccccc1)C(=O)Cn1ncc2c3ccccc3n(Cc3ccccc3)c2c1=O	?	12%	-16%	nt	1%	-2%	18%	-6%	4
COc1ccc(S(=O)(=O)Nc2ccccn2)cc1C	-6%	0%	1%	5%	2%	-8%	0%	2%	-16
Cc1c(Cl)cccc1NC(=O)CSc1nc2ncccc2o1	3%	-1%	-12%	nt	-1%	-5%	-5%	-3%	-7
O=C(N/N=C/c1ccc(Cl)cc1)C1CC12CCC2 (configuration not stated)	?	5%	-11%	8%	-8%	2%	67%[activator]	-7%	-3
COc1ccc(CN(C)CC(=O)Nc2cccc(S(N)(=O)=O)c2)c(OC)c1OC	0%	-14%	4%	-1%	-4%	-3%	?	1%	?
CCOC(=O)C(CCCCOc1ccc([N+](=O)[O-])cc1)C(=O)OCC	?	16%	-12%	-1%	11%	-4%	4%	-9%	0
O=C(Cc1ccccc1)NCc1ccc2c(c1)OCO2	-10%	-17%	-9%	-1%	24%	-5%	-2%	-1%	-2
CC1Cc2nc(SCC(N)=O)n(C)c(=O)c2S1 (configuration not stated)	-13%	3%	-5%	-2%	-23%	-3%	-2%	2%	-12
CC1CCN(c2[nH]c(=S)c(C#N)c3c2CCCC3)CC1	-19%	8%	-13%	-4%	-6%	-6%	0%	-14%	5
CCOC(=O)Cc1csc(NC(=O)c2cccs2)n1	-17%	20%	-9%	1%	-1%	5%	8%	2%	-5
Cc1cccc(CN2CCN(c3nc4nonc4nc3NC3CC3)CC2)c1	-11%	0%	-24%	-2%	-7%	-1%	92%[activator]	-3%	7
Cc1cc(C(=O)N/N=C/c2cccnc2)c(C)o1	0%	4%	-11%	-3%	5%	0%	-6%	1%	-1
NC(=O)CC(NC(=O)Cc1ccc(Br)cc1)c1ccc(NCCN2CCCCC2)c([N+](=O)[O-])c1 (configuration not stated)	-16%	52%	-10%	5%	-6%	-2%	-3%	2%	-3
Cc1cc(=O)[nH]c(SCC(=O)NCCc2ccccc2)n1	-10%	14%	-7%	9%	-9%	-5%	1%	1%	2
CC(C)(C)c1[nH]nc2c1C(C1C=CCCC1)C(C#N)=C(N)O2 (configuration not stated)	-22%	-1%	1%	-1%	-22%	-1%	6%	-8%	3
Cc1ccccc1OCC(=O)NN1Cc2ccccc2C1=N	1%	2%	-17%	-1%	-19%	-3%	-6%	1%	2

Some of these compounds in order of their number in POLK inh, lowest first:
mol | Apoferritin bind | Pol eta inh | POLK inh | GRP78 ERSR act | POLI inh | BLM inh | LDHA block
CC1Cc2nc(SCC(N)=O)n(C)c(=O)c2S1 (configuration not stated) | -13% | -5% | -23% | -3% | -2% | 2% | -12
Cc1ccccc1OCC(=O)NN1Cc2ccccc2C1=N | 1% | -17% | -19% | -3% | -6% | 1% | 2
COc1ccc(CN(C)CC(=O)Nc2cccc(S(N)(=O)=O)c2)c(OC)c1OC | 0% | 4% | -4% | -3% | ? | 1% | ?

As entered above:
Entry of `Cc1cccc(CN2CCN(c3nc4nonc4nc3NC3CC3)CC2)c1` in Pol eta inh: -24%
Entry of `CCOC(=O)Cc1csc(NC(=O)c2cccs2)n1` in GRP78 ERSR act: 5%
Entry of `Cc1cc(C(=O)N/N=C/c2cccnc2)c(C)o1` in GRP78 ERSR act: 0%
Entry of `CC1Cc2nc(SCC(N)=O)n(C)c(=O)c2S1` (configuration not stated) in Apoferritin bind: -13%
Entry of `CCOC(=O)C(CCCCOc1ccc([N+](=O)[O-])cc1)C(=O)OCC` in POLB inh: 16%

Going on with the list.
SMILES	Apoferritin bind	POLB inh	Pol eta inh	APEX1 inh	POLK inh	GRP78 ERSR act	POLI inh	BLM inh	LDHA block
COc1ccc(C(=O)O/N=C(\C)c2cnccn2)cc1	-3%	35%	3%	4%	11%	-2%	64%[activator]	-2%	-12
CC(=O)N1CCN(c2ccc(NC(=O)C(C)Oc3ccc(Cl)cc3Cl)cc2)CC1 (configuration not stated)	-11%	1%	-7%	4%	-15%	-3%	62%[activator]	0%	-2
Cc1[nH]c(C)c2c(=O)n(Cc3ccccc3Cl)ncc12	nt	nt	3%	nt	-5%	0%	52%[activator]	nt	-6
Cc1csc(NC(=O)c2ccc(C)o2)n1	-7%	38%	-13%	1%	4%	-7%	-8%	-4%	3
COc1ccc(C(=O)N[C@H](C(=O)NCc2ccccc2)C(C)C)cc1	-5%	10%	-13%	30%	-3%	-3%	21%	-2%	-3
C(=C/c1ccnc2nc(SC/C=C/c3ccccc3)nn12)/c1ccccc1	-12%	0%	-5%	2%	-2%	-2%	8%	-5%	1
COCCN(CCOC)C(=O)COC(=O)c1ccc(Cl)c(S(=O)(=O)N(C)c2ccccc2)c1	-14%	0%	-7%	-9%	2%	-3%	?	-1%	-8
C=CCn1c(Oc2ccccc2)nc2c1c(=O)n(C)c(=O)n2C	-7%	33%[activator]	-19%	2%	4%	-3%	21%	2%	-7
Cc1cc(C)cc(OCC(=O)Nc2cccc(-c3nc4ncccc4o3)c2)c1	-10%	0%	-22%	2%	2%	-1%	24%	-3%	-7
CC(NS(=O)(=O)c1c(N)n(C)c(=O)n(C)c1=O)c1ccccc1 (configuration not stated)	0%	9%	-1%	-3%	-5%	1%	21%	-6%	-8
COc1ccc(C(=O)n2nc(-c3ccco3)nc2NCc2cccs2)cc1OC	5%	9%	-5%	nt	-31%	0%	-1%	-2%	4
O=[N+]([O-])c1ccc(/C=C/c2ccc3cccc(O)c3n2)cc1	4%	-1%	-11%	2%	4%	7%	8%	-10%	-1
Cc1nc(-c2ccc(Cl)cc2)sc1C1(C)CC(c2ccccc2Br)=NO1 (configuration not stated)	nt	nt	-9%	nt	-15%	-1%	?	nt	-7
